# AddAB inh: less growth of phage-infected E. coli with AddAB; E. coli expressing H. pylori AddAB, absorbance growth; inhibition, % at 11.9 µM; 0.29% of 330,000 active; AID 435030; in the data active means inhibition above about 12%;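 further: 0% = vehicle wells of infected cells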
# PKA-R1A activ: PKA-R1A complex activation; P00514+P68181; PKA-R1A dissociation, Cy5-IP20 fluorescence polarization; scaled: DMSO 0%, 113 µM cGMP 100%; activation, % at 11.4 µM; 0.083% of 340,000 active;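 active means percent activation above the mean of all tested compounds plus 3 SD, cut at about 19% in these data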;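 further: higher means more PKAc released from R1A so a rise in polarization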
# phage Ecoli inh: E. coli growth loss with phage present. AID 651602. growth absorbance. inhibition, % at 11.9 µM. 0.26% of 360,000 active; in the data active means inhibition above about 11%
# E coli growth: counter-screen for AddAB inhibitors: E. coli growth inhibition; E. coli V3065 growth, OD600 absorbance, 18 h; inhibition, % at 11.9 µM; 0.27% of 330,000 active; AID 449728;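 active means inhibition above the campaign's mean inhibition across all tested compounds plus 3 SD, cut at about 9.9% in these data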;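 further: uninfected addAB+ strain grown without phage in ampicillin broth; 0% = DMSO wells and 100% = ciprofloxacin 0.95 µg/ml wells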
# PfHsp90 yeast 2: growth inhibition of yeast expressing Plasmodium Hsp90; S. cerevisiae expressing PfHsp90, BacTiter-Glo ATP, 48 h; yeast lacking PDR1 and PDR3 efflux regulators; inhibition, % at 9.4 µM; 0.32% of 310,000 active;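 active means every replicate shows inhibition above about 80%, whatever the replicate mean, limit read from the data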;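 further: 0% = DMSO neutral controls and 100% = 20 µM radicicol positive controls; yeast relying on Plasmodium falciparum Hsp90 in place of its own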
# MOR-DOR ag: agonists of human mu-delta opioid receptor heterodimerization; cells, OPRM1-OPRD1 heterodimerization, luminescence; activation, % at 9.3 µM; 0.3% of 340,000 active; AID 504326; in the data active means activation above about 18%;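 further: 0% = vehicle-treated cells and 100% = reference agonist; values of inactives mirror those of a sister screen read the other way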
# Mot1-301 SUMO: SUMOylation pathway inhibition by Mot1-301 growth rescue; S. cerevisiae Mot1-301 growth rescue, ATP luminescence, 38.5C; percent above DMSO median, 100 means doubled; growth rescue, % at 18.8 µM; 1% of 320,000 active; AID 2716;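 active means every valid replicate shows activation above 250% relative to neutral control wells; inactive means the rest, any valid replicate at or below 250%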;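 further: OY570 slx delta 5 strain wells were the positive control but not used for scaling; some compounds called inactive have numbers as strong as hits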
# DSG3 Ab inh: inhibitors of pemphigus antibody binding to human desmoglein-3; P32926; DSG3-coupled beads, scFv-anti-DSG3-GFP binding, flow cytometry; hits give low values; binding (percent of control), % at 10 µM; 0.48% of 310,000 active; AID 588358;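 active means binding more than 3 SD below its plate's average and above zero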;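 further: hits lower antibody fragment binding to DSG3; some compounds called inactive have numbers as strong as hits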
# HTR5A ag: HTR5A agonism, opioid heterodimer counter-screen; HTR5A agonist assay, luminescence, cell-based; activation, % at 9.3 µM; 0.61% of 340,000 active; AID 504692; in the data active means activation mostly above about 9.5%, no sharp cut-off; inactive means mostly below about 7.6%;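 further: 0% = cells with vehicle only and 100% = reference agonist; strong numbers were not always called active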
# Target sequence (P47898 whole entry, looked up): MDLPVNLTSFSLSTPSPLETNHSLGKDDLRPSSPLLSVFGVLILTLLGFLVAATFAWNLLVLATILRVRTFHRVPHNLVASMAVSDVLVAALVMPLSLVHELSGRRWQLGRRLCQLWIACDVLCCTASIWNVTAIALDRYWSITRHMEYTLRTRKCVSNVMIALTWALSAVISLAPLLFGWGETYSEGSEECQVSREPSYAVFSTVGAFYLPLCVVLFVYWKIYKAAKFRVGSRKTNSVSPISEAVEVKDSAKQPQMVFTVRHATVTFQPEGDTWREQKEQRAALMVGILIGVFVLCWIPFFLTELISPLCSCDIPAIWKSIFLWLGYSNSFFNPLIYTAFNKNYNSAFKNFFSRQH
# HTR5A inv ctr: counter-screen for OPRM1-OPRD1 inverse agonists: human HTR5A inverse agonism; inhibition, % at 9.3 µM; HTR5A cell line, luminescence; AID 504634; 0.083% of 340,000 active; P47898; in the data active means inhibition mostly above about 23%, no sharp cut-off; inactive means mostly below about 18%;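 further: 0% = cells with DMSO and 100% = no-cell wells with DMSO; some compounds called inactive have numbers as strong as hits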
# OPRM1-OPRD1 inv: inverse agonist of human OPRM1-OPRD1 heterodimerization. P35372+P41143. cell-based MOR-DOR heterodimer luminescence, inverse agonism. inhibition, % at 9.3 µM. 0.21% of 340,000 active; in the data active means inhibition above about 22%, passing the limit was not always enough;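 further: 0% = cells with DMSO and 100% = wells without cells with DMSO; values of inactives mirror those of a sister screen read the other way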
# The depositor's hits bear a star; · = not tested or not shown. This is a random part of the collection (roughly 3.2% active in at least one column).
SMILES	AddAB inh	PKA-R1A activ	phage Ecoli inh	E coli growth	PfHsp90 yeast 2	MOR-DOR ag	Mot1-301 SUMO	DSG3 Ab inh	HTR5A ag	HTR5A inv ctr	OPRM1-OPRD1 inv
COc1ccc(CCC(=O)O)c(O)c1	3.7	3.2	2.0	3.0	-12.2	-2.3	-11.0	101.6	3.5	29.3	11.6
CCc1nn(CC(=O)NCCN2CCN(C)CC2)c(=O)c2cc3c(OC)cccc3n12	4.2	5.9	3.6	1.0	0.5	0.8	-4.2	·	-0.6	2.7	-4.3
O=C1NC2(CCCc3ccccc32)C(=O)N1CCOc1ccc(Br)cc1 (stereo not given)	1.4	-8.8	3.3	0.2	-4.0	0.2	4.2	90.2	0.2	-8.0	-1.2
Nc1cccc(-c2ccc(CO)o2)c1	-1.4	-7.1	4.1	-1.5	19.7	-0.5	-0.2	79.9	-5.2	13.0	3.3
Cc1ccc(/C=N/NC(=O)CN2CCN(Cc3ccccc3Cl)CC2)o1	2.3	-12.1	1.9	0.2	11.6	-1.8	-5.3	100.2	-3.6	3.2	9.7
COc1ccc(N2CCN(C(=O)NCc3ccc(C)cc3)CC2)cc1	1.8	5.3	5.5	-0.9	34.4	-2.9	40.9	111.7	7.0	-2.6	15.3
CCOC(=O)CSc1nc(N2CCOCC2)c2c(c1C#N)CC(C)(C)OC2	0.2	-5.9	0.0	0.5	-14.2	-1.6	7.8	97.8	-0.7	2.5	7.9
Cc1onc(-c2ccccc2)c1C(=O)NC(=S)NNC(=O)c1ccccc1O	24.2*	-3.9	23.8*	25.3*	100.9*	-0.1	1.4	98.0	5.8	-29.8	0.8
c1ccc2c(-c3csc(-c4ccncc4)n3)c[nH]c2c1	-1.8	-11.2	1.4	-0.9	45.3	-0.5	-10.0	103.0	20.5*	-58.9	2.6
O=C1CSC(c2cccc([N+](=O)[O-])c2)N1CCc1ccccc1 (stereo not given)	·	-8.3	1.2	·	-6.5	0.2	4.5	108.6	1.9	-6.5	-1.2
COc1ccc(Cc2nc3ccc(C(=O)NCCc4cccc(C)n4)cc3o2)cc1	3.4	-3.9	2.1	-0.2	-13.0	-0.2	-4.0	108.5	-3.6	13.3	0.8
CN1[C@@H]2CC[C@H]1CC(OC(=O)c1c[nH]c3ccccc13)C2 (stereo not given in full)	-1.3	-7.6	3.3	2.5	24.1	-1.9	134.6	98.0	5.5	-19.5	10.4
CCOc1ccc(Cc2nnc(SCC(N)=O)n2C)cc1	0.8	-8.5	1.6	0.8	·	-1.3	·	102.3	-2.1	-6.5	7.6
Nn1c(SCC(=O)Nc2ccc3c(c2)OCO3)nnc1-c1ccc(Cl)cc1	2.2	-4.3	0.0	-1.0	·	-1.9	-27.3	91.6	-3.3	3.6	10.1
COc1ccccc1NC(=O)CSc1nnc(Cc2cc(=O)[nH]c(=O)[nH]2)n1-c1ccccc1	0.6	-8.3	3.7	-0.5	·	-0.1	24.9	96.3	-2.6	-6.5	0.8
O=C(O)c1csc(-c2cccc(Cl)c2)n1	2.5	1.8	1.1	0.3	-10.4	-1.6	-6.2	90.2	-0.8	-8.8	8.2
O=C(COc1cccc(F)c1)Oc1ccc(C(=O)c2ccccc2)cc1	1.8	1.3	4.9	0.3	-29.5	0.0	7.8	96.2	0.8	-2.1	-0.2
NCCCCCc1nnc(SC/C=C/c2ccccc2)o1	0.7	5.1	3.1	-1.2	-21.0	-2.5	663.0	·	-2.0	-5.9	13.2
O=[N+]([O-])c1ccc(SCc2c(F)cccc2Cl)nc1	-1.4	-6.3	1.1	-3.7	-13.8	7.7	61.4	·	7.7	-17.9	-38.5
COc1ccc(NC(=O)c2sc(N)nc2-c2ccccc2)cc1	3.2	4.2	0.6	3.1	13.6	-2.4	-2.5	93.9	3.0	-8.7	12.5
O=C(Nc1ccc(Cl)cc1)N1CCN(c2ccc3nnc(-c4ccc(F)cc4)n3n2)CC1	1.8	8.5	5.6	-1.1	2.7	-2.2	-3.1	104.6	1.5	5.4	12.0
Cc1ccc(Cl)cc1N(CC(=O)N1CCCCCC1)S(C)(=O)=O	2.5	5.2	1.9	0.3	·	-0.8	-17.4	98.5	0.8	11.0	4.1
COc1cc(C2c3c(-c4cc(C)cc(C)c4O)n[nH]c3C(=O)N2CCCO)cc(OC)c1OC (stereo not given)	-0.1	11.1	3.4	0.6	·	-3.5	90.6	83.0	3.2	23.1	19.3
CC(=O)Nc1cccc(NC(=O)CSc2nccn2Cc2ccco2)c1	1.4	-6.0	1.0	3.6	-6.0	-0.3	-10.7	97.2	0.8	11.3	1.4
CCOc1ccc(C2C(C#N)=C(N)Oc3cc(O)ccc32)cc1OCC (stereo not given)	3.6	-6.3	0.8	-0.9	-5.9	0.4	0.1	100.9	4.0	-14.9	-2.0
Cc1ccc(Cn2ncc(Cl)c(Cl)c2=O)cc1	-0.5	2.9	3.3	-3.8	-26.6	-0.4	-6.5	124.8	-2.2	15.7	2.1
COC(=O)c1cccc(Nc2nc(-c3ccncc3)nc3ccccc23)c1	-2.0	-6.6	1.0	-1.0	2.9	-2.4	414.1	91.6	0.3	-1.0	10.5
Cc1ccc(C(=O)NCC(=O)NCc2cc(=O)n(C)c(=O)n2C)cc1	-0.7	-2.0	0.9	-0.1	-6.6	-2.7	18.0	95.0	-2.9	-15.2	13.6
COc1cc(OC)cc(C(=O)N[C@H](C(=O)NC2=NCCS2)C(C)C)c1	0.5	-13.8	0.5	0.6	-14.3	-2.1	-1.2	98.6	4.0	-9.8	9.1
COc1ccc(NC(=O)COC(=O)Cc2c(F)cccc2Cl)cc1OC	4.1	0.1	4.4	0.3	5.5	-1.6	73.4	101.5	1.9	-5.0	8.1
COc1ccc(NC(=O)N(Cc2cc3cc(OC)ccc3[nH]c2=O)CC2CCCO2)cc1 (stereo not given)	5.2	-13.3	2.8	-2.1	10.8	-1.9	-3.5	100.7	-2.5	6.3	10.7
CN(C)c1cccc(C(=O)NNC(=O)/C=C/c2cccs2)c1	0.4	0.9	2.3	-0.3	·	-3.5	0.1	93.5	1.1	-2.7	15.1
CC(=O)Nc1ccc(S(=O)(=O)Nc2ccc(S(=O)(=O)N3CCCC3)cc2)cc1	0.1	0.1	0.8	2.2	-44.2	-1.6	-3.3	100.2	11.1	-7.5	8.8
COc1ccc2occ(C(=O)c3ccc(N)cc3)c2c1	·	-13.7	1.1	·	3.7	-1.1	-9.5	94.5	0.2	-0.7	5.9
CCOP(=O)(c1ccc(N(C)C)cc1)C(O)c1ccc(Cl)cc1 (stereo not given)	1.4	-2.6	0.8	-3.2	7.4	-2.4	12.1	98.5	-2.2	4.4	11.8
O=C(CN1CCN(C(=O)c2ccco2)CC1)Nc1ccc(Cl)c(C(F)(F)F)c1	1.9	6.2	-0.9	0.2	·	0.8	617.3	107.0	6.8	-9.2	-3.7
Clc1ccc2oc(-c3cccnc3)nc2c1	-1.7	-6.3	1.1	-2.9	1.3	0.8	9.0	103.7	2.6	-7.0	-4.9
CCCc1cc(=O)[nH]c(SCC(=O)NN(c2ccccc2)c2ccccc2)n1	3.1	-8.0	3.0	-0.5	-21.3	-0.3	-4.9	92.8	-0.7	1.9	1.4
COC(=O)c1ccc(C(=O)OC)c(NC(=O)COC(=O)C2CCCCC2)c1	1.4	-0.8	3.1	0.2	10.2	-0.7	-4.8	78.4	3.1	12.3	3.8
COc1ccc(OC)c(C(=O)N2CCCC(Nc3ccc(F)cc3)C2)c1 (stereo not given)	1.6	0.2	4.4	-1.5	3.0	-3.1	-19.9	·	-0.2	13.3	16.6

# An excerpt from above in order of their number in DSG3 Ab inh, low to high:
compound,AddAB inh,PKA-R1A activ,phage Ecoli inh,MOR-DOR ag,Mot1-301 SUMO,DSG3 Ab inh,OPRM1-OPRD1 inv
CCCc1cc(=O)[nH]c(SCC(=O)NN(c2ccccc2)c2ccccc2)n1,3.1,-8.0,3.0,-0.3,-4.9,92.8,1.4
CN(C)c1cccc(C(=O)NNC(=O)/C=C/c2cccs2)c1,0.4,0.9,2.3,-3.5,0.1,93.5,15.1
COc1ccc(NC(=O)N(Cc2cc3cc(OC)ccc3[nH]c2=O)CC2CCCO2)cc1 (stereo not given),5.2,-13.3,2.8,-1.9,-3.5,100.7,10.7

# Further records:
SMILES	AddAB inh	PKA-R1A activ	phage Ecoli inh	E coli growth	PfHsp90 yeast 2	MOR-DOR ag	Mot1-301 SUMO	DSG3 Ab inh	HTR5A ag	HTR5A inv ctr	OPRM1-OPRD1 inv
O=C(O)c1ccc(-c2nc(-c3cccc(C(F)(F)F)c3)cs2)cc1	·	10.7	2.1	·	13.8	-1.1	·	84.2	-4.8	1.9	7.1
O=C1N=C(N2CCOCC2)S/C1=C/c1cc2c(cc1[N+](=O)[O-])OCO2	3.6	-4.9	1.5	2.4	-12.2	-0.3	-11.9	·	-4.3	11.3	1.5
O=C(CN1CCOCC1)NCc1ccccc1Cl	2.2	-0.3	0.1	0.3	9.1	-2.1	-2.2	·	5.3	-14.9	13.3
O=C(C1CC1)N1N=C(c2ccc(F)cc2)CC1(O)C(F)(F)F (stereo not given)	1.5	-17.6	1.7	-0.1	-7.5	2.6	-0.4	112.0	4.2	-10.8	-13.1
Cn1c(Cn2c(=O)sc3ccccc32)nnc1SCC(=O)NCC1CCCO1 (stereo not given)	3.8	15.6	1.5	0.5	-17.5	-1.6	-2.1	109.0	-2.5	6.7	8.2
CCCCNC(=O)Nc1ccccc1C(=O)Nc1ccc(OC)cc1	1.1	-8.1	-0.1	0.5	6.8	-3.7	-5.7	101.5	11.5	-29.7	18.4
CCOc1ccccc1NC(=O)c1ccc2ccccc2c1	0.1	6.8	0.9	2.2	-16.1	3.1	-7.1	119.5	1.7	-5.7	-14.9
O=C(CN1C(=O)c2cccc3cccc1c23)N1CCN(c2cccc(Cl)c2)CC1	4.0	1.3	1.0	-0.6	-6.4	-1.6	481.1	92.5	-0.3	20.8	7.2
CN(CCc1ccccn1)S(=O)(=O)c1ccccc1F	0.0	-12.1	3.3	-0.8	-1.8	-2.6	6.5	98.2	3.2	7.5	13.1
C=CCOc1c(Br)cc(/C=N/O)cc1OCC	2.7	-4.4	2.4	-0.3	-71.1	2.7	20.8	102.0	-2.0	7.0	-14.2
CCc1nnc(NC(=O)c2cc(-c3cccnc3)nc3ccccc23)s1	-0.6	-8.9	2.3	-1.0	-12.0	-0.6	168.2	103.8	-2.8	-3.4	3.0
COc1ccc2cc(C3CC(c4cccs4)=NN3S(C)(=O)=O)c(Cl)nc2c1 (stereo not given)	1.4	-13.9	3.2	2.3	5.1	-1.3	739.4	112.1	-3.7	9.7	6.6

# Printed as active in AddAB inh (from the list above):
molecule	AddAB inh	PKA-R1A activ	phage Ecoli inh	MOR-DOR ag	Mot1-301 SUMO	DSG3 Ab inh	OPRM1-OPRD1 inv
Cc1onc(-c2ccccc2)c1C(=O)NC(=S)NNC(=O)c1ccccc1O	24.2*	-3.9	23.8*	-0.1	1.4	98.0	0.8

# Screening results (PubChem BioAssay)
